RORg inh – inhibitors of mouse ROR gamma transcriptional activity; Drosophila S2 Gal4-RORgamma UAS-luciferase reporter, 20 h; Potency, µM (doses to about 53.6 µM), for the others: top-dose activity change, negative = inhibition, usual class: inhibitors; 5.4% of 310,000 active; further: potency means the concentration at half of the fitted maximal effect; on the % scale 0 is the no-effect control and ±100 the full control effect; nearly all actives have a fitted effect of over 60% in size
Target sequence (P51450 whole entry, looked up, the tested form may be a part): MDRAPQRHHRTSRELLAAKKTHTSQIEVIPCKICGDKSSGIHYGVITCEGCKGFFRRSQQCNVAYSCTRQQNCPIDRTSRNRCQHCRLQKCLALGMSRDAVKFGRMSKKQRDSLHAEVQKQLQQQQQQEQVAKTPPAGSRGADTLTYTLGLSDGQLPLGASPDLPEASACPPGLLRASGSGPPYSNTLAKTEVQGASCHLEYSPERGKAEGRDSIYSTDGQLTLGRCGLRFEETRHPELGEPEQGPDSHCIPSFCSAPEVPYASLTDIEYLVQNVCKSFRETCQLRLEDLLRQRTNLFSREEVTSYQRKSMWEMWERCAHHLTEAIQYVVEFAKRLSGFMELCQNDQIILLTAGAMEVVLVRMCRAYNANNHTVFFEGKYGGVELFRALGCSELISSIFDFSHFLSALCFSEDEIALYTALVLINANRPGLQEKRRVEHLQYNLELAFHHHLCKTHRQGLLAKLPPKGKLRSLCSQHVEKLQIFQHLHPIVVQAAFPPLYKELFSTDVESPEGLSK
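Compounds are pin-transferred onto Drosophila Schneider cells expressing a copper-inducible Gal4–ROR gamma transactivation domain fusion. After 1 hr, copper sulfate is added to 700 uM final; luciferase is read 20 hr later.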
VP16 counter – Gal4-VP16 reporter inhibition counter-screen | Drosophila S2 Gal4-VP16 UAS-luciferase, luminescence, 20 h | 3.5% of 310,000 active | Potency, µM (titrated, usually from 53.6 µM), for inactives: at the highest dose activity, negative = inhibition, hits mostly inhibitors;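 further: Gal4-VP16 expression switched on by copper sulfate through the metallothionein promoter; potency means the concentration at half of the fitted maximal effect; on the % scale 0 is the no-effect control and ±100 the full control effect; nearly all actives have a fitted effect of over 50% in size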
ELG1 genotox – induces genotoxicity in HEK293T cells with luciferase-tagged ELG1; 1.3% of 330,000 active; HEK293T ELG1-luciferase reporter, luminescence, 16 h; Potency, µM (top dose mostly 46 µM), without a hit: top-dose activity change, positive = activation, hits mostly activators; AID 504466; further: potency means the concentration at half of the fitted maximal effect; % of control where 0% means no effect; nearly all actives have a fitted effect of over 60% in size
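Reporter readout depends on ELG1 protein level, which increases with genetic stress. After 16 hr compound exposure at 37 °C, luciferase activity was quantified using ONE-Glo.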
Rab9 promoter act – activators of Rab9 promoter | Huh7 Rab9 promoter-luciferase reporter, luminescence, 24 h | Potency, µM (top dose mostly 9.22 µM), without a hit: top-dose activation, negative = inhibition, actives largely listed as activators | 2.8% of 320,000 active | AID 485297; further: potency means the concentration at half of the fitted maximal effect; % of control where 0% means no effect; nearly all actives have a fitted effect of over 60% in size
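Huh7 cells stably carrying a Rab9 promoter-luciferase reporter, 1500 cells per well in OP-MEM I with 10% FBS, treated with compound 24 hours at 37C. Luciferase activity read by luminescence after 10 minutes with Amplite reagent.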
PKM2 activator – increases activity of human pyruvate kinase M2. P14618. AID 1631. Potency, µM (titrated, usually from 57.5 µM), for the others: top-dose activation, actives largely listed as activators. 0.34% of 260,000 active. purified PKM2, Kinase-Glo ATP luminescence, activation; response scale: 0% is enzyme alone, no compound; further: potency means the concentration at half of the fitted maximal effect; on the % scale 0 is the no-effect control and ±100 the full control effect; nearly all actives have a fitted effect of over 55% in size
Target sequence (P14618 whole entry, looked up): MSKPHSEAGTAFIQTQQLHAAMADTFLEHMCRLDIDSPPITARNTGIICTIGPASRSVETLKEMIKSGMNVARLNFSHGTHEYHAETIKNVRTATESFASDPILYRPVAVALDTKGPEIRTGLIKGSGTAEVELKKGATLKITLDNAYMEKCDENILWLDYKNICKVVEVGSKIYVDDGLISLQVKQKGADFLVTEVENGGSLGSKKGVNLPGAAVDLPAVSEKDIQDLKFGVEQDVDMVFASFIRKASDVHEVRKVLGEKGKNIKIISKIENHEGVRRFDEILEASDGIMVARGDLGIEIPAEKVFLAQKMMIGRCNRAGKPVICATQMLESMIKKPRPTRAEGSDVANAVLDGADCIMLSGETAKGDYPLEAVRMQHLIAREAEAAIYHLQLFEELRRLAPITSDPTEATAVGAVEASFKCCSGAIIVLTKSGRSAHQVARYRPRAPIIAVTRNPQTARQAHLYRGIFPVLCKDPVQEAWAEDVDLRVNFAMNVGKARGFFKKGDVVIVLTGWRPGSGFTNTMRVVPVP
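Purified hPK-M2 (>95%) run at intermediate activity with 0.1 mM ADP and 0.5 mM PEP in 50 mM imidazole pH 7.2, KCl, MgCl2; 1 h room temperature. ATP formed read by Kinase-Glo luminescence; normalized to uninhibited and no-enzyme controls.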
BRCA1 expr up – increases BRCA1 expression; MCF7-BRCA1-FFLuc reporter, luminescence, 48 h; response scale: scaled: vehicle 0%, 10 µM genistein 100%; 1.1% of 380,000 active; Potency, µM (doses to about 46.1 µM), for the others: top-dose activation, actives largely listed as activators; AID 624202; further: potency means the concentration at half of the fitted maximal effect; nearly all actives have a fitted effect of over 80% in size; some results filed as inactive show a strong effect at the top dose
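Compounds are tested at multiple concentrations on MCF7 BRCA1-luciferase reporter cells seeded at 2000 per well; after 48 h, a single luminescence end-point is taken and curves fitted to the normalized data.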
NPC1 prom act – activates the NPC1 promoter | 2.4% of 320,000 active | Potency, µM (titrated, usually from 9.22 µM), for inactives: at the top dose activation, usual class: activators | AID 485313 | Huh7 NPC1 promoter luciferase reporter, 24 h;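 further: potency means the concentration at half of the fitted maximal effect; % of control where 0% means no effect; nearly all actives have a fitted effect of over 60% in size; reporter is driven by a mutant NPC1 promoter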
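Stably transfected Huh7 (NPC1 promoter→luciferase), 1500 cells/well in Opti-MEM + 10% FBS, 2 h settle, then compound 24 h at 37 °C. Luminescence after 10 min with Amplite reagent.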
Giardia killer – Giardia lamblia killing. Giardia lamblia trophozoite viability. activity change, % at 7.66 µM, hits read low. 0.15% of 340,000 active; in the data active means activity change below about -80%; inconclusive means between about -30% and that limit;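 further: parasites exposed to compound for two days anaerobically before the ATP read; on the % scale 0 is the no-effect control and ±100 the full control effect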
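Giardia trophozoites, 100 cells per well, were exposed to compounds for 48 hrs at 37 deg C under anaerobic conditions; viability was then read as ATP content by bioluminescence after 15-30 min at room temperature.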
p53 reactivator – re-activators of mutant p53; H1299 p53-A138V BP100-luciferase reporter, luminescence, 24 h; Potency, µM (doses to about 92.2 µM), for inactives: top-dose activity change, positive = activation, most hits filed as activators; 0.063% of 320,000 active; further: potency means the concentration at half of the fitted maximal effect; % of control where 0% means no effect; nearly all actives have a fitted effect of over 45% in size
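H1299 (p53-null), stable ts p53-A138V + BP100-Luc; 1000 cells/well, Opti-MEM/10% FBS; cpd 4 pt, 1:5; 24 h, 37 deg C, 5% CO2; detection reagent 10 min RT; luminescence.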
FLuc modulator – firefly luciferase modulation, counter-screen for miR-21 project | P08659 | purified FLuc, Km substrates, luminescence inhibition | Potency, µM (series often up to 57.5 µM), for the others: at the highest dose activity change, negative = inhibition, hits mostly inhibitors | 6.9% of 360,000 active | AID 588342;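 further: potency means the concentration at half of the fitted maximal effect; plate controls were vehicle for no effect and reference inhibitor for full effect; nearly all actives have a fitted effect of over 55% in size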
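Purified P. pyralis luciferase, 10 nM final, with Km-level 10 uM D-luciferin and 10 uM ATP in 50 mM Tris acetate pH 7.5, 10 mM Mg acetate, 0.01% Tween-20, 0.05% BSA; 6-point qHTS titration about 60 µM downward; luminescence read.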
Menin-MLL TR inh – menin-MLL binding inhibition, Texas Red mutant peptide | Potency, µM (highest dose often 61.6 µM), inactives show at the top dose FP activity change, negative = inhibition, usual class: inhibitors | Menin + Texas Red MLL mutant peptide, fluorescence polarization | AID 1768 | O00255 | 0.23% of 270,000 active; active means well fitted inhibition curve with a large enough effect in the polarisation, with a control signal flat, not every such curve was filed as active; inconclusive means small, poorly fitted or top-dose-only effect, or effect the other way, or a change in a side signal; inactive means no such curve, though single readings can be large or run the other way; the % refers to the polarisation; further: potency means the concentration at half of the fitted maximal effect; % of control where 0% means no effect; many of its hits are not listed in these tables
Active calls of the source: *; ? = inconclusive; . = not tested or not shown; & = joins results of further samples; [ ] = dose if it differs, or a comment. Unless noted, the call rests on the fitted dose curve; in most records, active means well fitted curve in the direction sought with a large enough effect; inconclusive means small, poorly fitted or top-dose-only effect, or another doubt; inactive means no such curve, though single readings can be large; an effect the other way counts as inactive or inconclusive. An excerpt; the hit share may differ from the screen's.

[1] C/C=C\C(=O)Nc1cccc(C2=NOC3(C2)C[C@@H](C(N)=O)N(C(=O)CCCCC)C3)c1 (some centres not stated)
[2] Cc1[nH]c2ccc(C(=O)NCCCN3CCN(C)CC3)cc2c1C
[3] O=C(Cc1ccccc1)Nc1ccc(C(=O)NCc2ccccc2)cc1
[4] COc1ccc(CNC(=O)CCC2N=C3c4ccccc4N=C(SCC(=O)NCC4CCCO4)N3C2=O)cc1 (configuration not stated)
[5] CC(=O)Nc1c(Nc2ccccc2)c2ccccc2oc1=O
[6] CS(=O)(=O)N1CCC(Oc2ccccc2C(=O)N2CCN(CC3CC3)CC2)CC1

compound no.,1,2,3,4,5,6
RORg inh,-6%,-3%,26%,-17%,4%,20%
VP16 counter,0%,-1%,-12%,24%,5%,4%
ELG1 genotox,3%,4%,4%,3%,2%,1%
Rab9 promoter act,-5%,2%,0%,0%,10%,-2%
PKM2 activator,-1%,2%,-1%,.,-1%,3%
BRCA1 expr up,2%,30%,16%,0%,3%,0%
NPC1 prom act,-4%,0%,-3%,-1%,1%,-1%
Giardia killer,-17,4,-7,-7,-20,-22
p53 reactivator,-3%,-3%,7%,5%,1%,0%
FLuc modulator,3%,0%,-1%,0%,-1%,1%
Menin-MLL TR inh,.,-16%,-25%,-2%,8%,-6%

[7] COc1ccc(C2C(C(=O)Nc3ccc(OC)c(OC)c3)c3ccccc3C(=O)N2C)cc1 (configuration not stated)
[8] NS(=O)(=O)c1ccc(CCNC(=O)COC(=O)COc2cccc(C(F)(F)F)c2)cc1
[9] COc1ccc(Oc2ccc(C(F)(F)F)cc2NC(=O)CC(CC(=O)O)c2ccccc2)cc1 (configuration not stated)
[10] CCC(O)(CC)C(=O)N(Nc1ccc(C)cc1)c1ccc(C)cc1
[11] O=C(COC(=O)CCC(=O)c1cccs1)NCc1ccccc1
[12] Cc1ccc(Nc2ccc(S(=O)(=O)N3CCOCC3)cc2[N+](=O)[O-])cc1C

compound no.,7,8,9,10,11,12
RORg inh,20%,.,18%,3%,-14%,18%
VP16 counter,0%,.,8%,6%,-6%,-1%
ELG1 genotox,1%,3%,0%,1%,0%,-1%
Rab9 promoter act,12%,1%,-2%,-17%,1%,-5%
PKM2 activator,.,.,.,.,-5%,10%
BRCA1 expr up,-45%,7%,-1%,-3%,0%,-63%
NPC1 prom act,-1%,-7%,0%,0%,-2%,-4%
Giardia killer,-15,3,3,-2,0,1
p53 reactivator,-1%,0%,-9%,5%,-2%,-10%
FLuc modulator,1%,4%,3%,1%,0%,2%
Menin-MLL TR inh,-8%,.,22%,18%,20%,-1%

Reformatted as tab-separated lines: two of the compounds above.
#	SMILES	RORg inh	VP16 counter	ELG1 genotox	Rab9 promoter act	PKM2 activator	BRCA1 expr up	NPC1 prom act	Giardia killer	p53 reactivator	FLuc modulator	Menin-MLL TR inh
6	CS(=O)(=O)N1CCC(Oc2ccccc2C(=O)N2CCN(CC3CC3)CC2)CC1	20%	4%	1%	-2%	3%	0%	-1%	-22	0%	1%	-6%
7	COc1ccc(C2C(C(=O)Nc3ccc(OC)c(OC)c3)c3ccccc3C(=O)N2C)cc1 (configuration not stated)	20%	0%	1%	12%	.	-45%	-1%	-15	-1%	1%	-8%

Other records.
[13] Cc1ccc(Nc2nc(N)nc(CN3CCN(Cc4ccc5c(c4)OCO5)CC3)n2)c(C)c1
[14] CCC1CCCCN1C(=S)Nc1ccc(C(C)=O)cc1 (configuration not stated)
[15] Cc1cc(NC(=O)CCN2CC(C)OC(C)C2)ccc1Br (configuration not stated)
[16] CCN(CC)S(=O)(=O)c1ccc(Cl)c(NC(=O)COc2ccc(OC)cc2[N+](=O)[O-])c1
[17] CCOc1ccc(S(=O)(=O)N2CCN(c3ccccc3F)CC2)c2cccnc12
[18] COc1ccc(Oc2c(C)oc3c(CN4CCOCC4)c(O)ccc3c2=O)cc1

compound no.,13,14,15,16,17,18
RORg inh,-22%,-35%,25%,-7%,36%,17%
VP16 counter,1%,5%,17%,?,-5%,1%
ELG1 genotox,-6%,2%,-3%,14%,-3%,0%
Rab9 promoter act,5%,0%,1%,-1%,-2%,3%
PKM2 activator,1%,-4%,2%,2%,-3%,1%
BRCA1 expr up,-66%,18%,-13%,-3%,-23%,-31%
NPC1 prom act,1%,3%,-1%,-1%,-7%,3%
Giardia killer,7,42[activator],-7,-6,0,2
p53 reactivator,-1%,7%,-37%[inhibitor],-5%,-15%,-2%
FLuc modulator,11%,?,1%,4%,4%,7%
Menin-MLL TR inh,-7%,4%,8%,9%,-4%,-28%

[19] O=C(Nc1ccc(F)cc1F)N1CCCCC1c1cccnc1 (configuration not stated)
[20] Cc1cc(C)nc(NS(=O)(=O)c2ccc(NC(=S)NC(=O)c3ccco3)cc2)n1
[21] COc1cccc([C@@H]2Oc3ccc(OC)cc3C(=O)[C@H]2OC(=O)Nc2cc(OC)c(OC)c(OC)c2)c1
[22] CSCCC(=O)N1CCCC(CO)(CCCc2ccccc2)C1 (configuration not stated)
[23] Cc1ccc(/C(O)=C2\C(=O)C(=O)N(CCN(C)C)C2c2ccccc2F)cc1 (configuration not stated)
[24] N#Cc1ccc(CSCC(=O)NN=C2CCCC2)cc1

compound no.,19,20,21,22,23,24
RORg inh,20%,-1%,19%&38%,23%,1%,-5%
VP16 counter,-1%,16%,3%&6%,-8%,2%,-7%
ELG1 genotox,4%,3%,?,0%,1%,26%
Rab9 promoter act,0%,-8%,-1%,1%,-6%,-4%
PKM2 activator,-1%,-26%,2%,1%,2%,0%
BRCA1 expr up,0%,-12%,0%,3%,5%,1%
NPC1 prom act,0%,0%,-2%,2%,1%,-5%
Giardia killer,-1,-5,4,-22,-18,8
p53 reactivator,?,1%,5%,.,-4%,6%
FLuc modulator,4%,-18%,-18%,2%,-1%,2%
Menin-MLL TR inh,-2%,0%,-1%&2%,3%,2%,-10%

[25] O=C(NCc1ccccc1Cl)C(=O)c1cn(CC(=O)N2CCOCC2)c2ccccc12
[26] COc1ccc(CC(=O)OCCc2cc3cc(OC)c(OC)cc3c(=O)o2)cc1
[27] CCc1c(O)nc(SCC(=O)N(CC)CC)[nH]c1=O
[28] Cc1cc(OC(=O)c2cccc([N+](=O)[O-])c2)c(C)cc1CN1CCOCC1
[29] O=C(Nc1ccc(N2CCN(C(=O)c3ccco3)CC2)c(Cl)c1)c1cccs1
[30] CCOc1ccc(NC(=O)CCSc2nc3c(c(CC)c2C#N)C(=O)CC(C)(C)C3)cc1

compound no.,25,26,27,28,29,30
RORg inh,1%,.,-12%,.,-34%[0.365 µM],-14%
VP16 counter,-11%,.,2%,.,.,1%
ELG1 genotox,0%,2%,1%,-1%,-59%[inhibitor],-3%
Rab9 promoter act,-1%,-6%,1%,2%,-1%,-3%
PKM2 activator,.,.,13%,-1%,4%,8%
BRCA1 expr up,-6%,10%,-5%,-26%,-33%,-27%
NPC1 prom act,-4%,3%,-4%,3%,14%,-2%
Giardia killer,1,28,-2,-4,-6,-10
p53 reactivator,-4%,5%,?,.,-28%,-6%
FLuc modulator,-18%,0%,-1%,-4%,-17%,4%
Menin-MLL TR inh,.,.,-1%,0%,38%[activator],.

[31] COc1ccc(Nc2cc(=O)n(-c3ccccc3)c3c2c(=O)n(C)c(=O)n3C)cc1
[32] CSc1ccccc1Sc1cc(C(=O)O)c2ccccc2n1
[33] O=C(Nc1ccc(Br)c(Cl)c1)c1ccco1
[34] CCOc1ccc(-c2nnc(NC(=O)Cc3ccc(OC)cc3)o2)cc1
[35] O=C(Cc1c(Cl)cccc1Cl)OCC(=O)N1CCN(C(=O)c2ccco2)CC1
[36] O=C(Cn1c2ccccc2c(=O)c2ccccc21)N/N=C/c1cc([N+](=O)[O-])ccc1N1CCCCCC1

compound no.,31,32,33,34,35,36
RORg inh,1%,-18%,?,1.8µM*,21%,4%
VP16 counter,1%,19%,18%,4.5µM*,11%,0%
ELG1 genotox,4%,1%,21µM*,5%,0%,0%
Rab9 promoter act,-5%,-1%,3.5µM*,8%,0%,-10%
PKM2 activator,4%,14%,-3%,.,8%,-2%
BRCA1 expr up,-20%,-12%,4%,27%,-14%,-37%
NPC1 prom act,0%,1%,?,10%,-1%,1%
Giardia killer,-6,-6,14,-4,27,3
p53 reactivator,-5%,-5%,?,3%,24%,-5%
FLuc modulator,-1%,-18%,21µM*,?,-3%,1%
Menin-MLL TR inh,.,12%,?,.,2%,-1%
